# Screening data deposited in PubChem BioAssay by several laboratories.
# RmlCD inh mix = RmlC and RmlD coupled enzyme inhibitors, primary screen, biochemical, 384-well, compound mixtures, retest; RmlC/RmlD coupled enzyme inhibition, 384-well mixture HTS; inhibition, % at 5.5 µM; 110,000 tested, 0.39% active; in the data active means inhibition above about 30%, passing the limit was not always enough; further: strong numbers were not always called active
# RT RNaseH block = HIV-1 RT RNase H inhibitors, primary screen, biochemical, fluorescence | Gag-Pol polyprotein (Human immunodeficiency virus type 1 group M subtype B (isolate … | RT-RNase H RNA/DNA duplex cleavage | inhibition, % at 10 µM | 65,000 tested, 1.9% active; in the data active means inhibition above about 50%
# An asterisk follows results filed as active; . = no result given.
structure	RT RNaseH block	RmlCD inh mix
COCCN1Cc2cccc(C(=O)Nc3ccc(S(=O)(=O)N4CCCCC4)cc3)c2C1=O	-2	.
O=C(CCCCCN1C(=O)C2C3C=CC(C3)C2C1=O)Nc1nccs1 (centres undefined)	-4	-5
CC(=O)Nc1nonc1NC(=O)c1ccc(F)cc1	.	-27
Clc1ccc(Cc2noc(-c3cccs3)n2)cc1	-39	-14
CCOC(=O)c1ccc(NC(=O)c2c(C)[nH]c(C(=O)OCC)c2C)cc1	-12	-9
Cn1c(NC(=O)c2cc(Cl)ccc2Cl)cc(=O)n(C)c1=O	3	-4
COc1ccc(N(C(C)=O)C2C=CS(=O)(=O)C2)c(OC)c1 (centres undefined)	-12	-13
CCOc1ccc(OCCSc2nnnn2-c2ccccc2)cc1	.	1
COc1ccc(S(=O)(=O)N(Cc2ccccc2)Cc2nc3ccccc3c(=O)[nH]2)cc1	8	-11
CCn1c(=O)cc(OCC(=O)N2CCc3ccccc32)c2ccccc21	-33	-15
C=CCN1C(=O)/C(=C\c2cccs2)C(C(=O)OC)=C1C	.	7
CC(=O)c1ccc(NC(=O)C2CCC(C)(C(=O)O)C2(C)C)cc1 (centres undefined)	0	-7
Cn1c(O)c(C(c2ccncc2)c2c(O)n(C)c(=S)n(C)c2=O)c(=O)n(C)c1=S	.	16
COc1ccc(NC(=O)CN2CCCCC2)c([N+](=O)[O-])c1	.	-13
O=C(Nc1ccc2c(c1)OCCO2)C1CCN(S(=O)(=O)c2ccc3c(c2)OCCO3)CC1	.	-14
O=C(NCc1cccs1)c1nn2cccnc2c1Cl	-8	10
NCC(O)c1ccc(O)cc1 (centres undefined)	-3	-9
O=C(NCCNc1ccc([N+](=O)[O-])cc1)c1ccccc1Br	.	7
COCCNC(=O)C(OC(=O)c1cc2oc(C)cc2n1C)C(C)C (centres undefined)	.	-3
CCOC(=O)Cc1csc(NC(=O)c2sc3nc4c(C)cc(C)cc4cc3c2N)n1	.	11
CC1(C)CC(=O)C=C(NCCN2CCN(C(=O)Nc3ccccc3)CC2)C1	-9	9
COc1ccc(S(=O)(=O)n2nc(-c3cc(OC)c(OC)c(OC)c3)cc2N)cc1OC	-8	5
CCOC(=O)C1C(=O)NC(N2CCOCC2)=NC1c1ccco1 (centres undefined)	-3	-6
O=C(Nc1ccccc1C(F)(F)F)N1CCCC(O)C1 (centres undefined)	-25	3
CC12CCC(C(=O)N3CCCc4ccccc43)(CC1=O)C2(C)C (centres undefined)	-3	23
CC1CC(=O)c2cnc(N3CCOCC3)nc2C1 (centres undefined)	.	5
O=C(Oc1ccc(N(Cc2cccs2)C2=NS(=O)(=O)c3ccccc32)cc1)c1ccco1	-9	4
COc1ccc(C2CC(c3c(-c4ccccc4)c4cc(Cl)ccc4[nH]c3=O)=NN2S(C)(=O)=O)cc1OC (centres undefined)	.	-5
Cc1nc(C)c(-c2csc(NCCc3ccccc3)n2)s1	.	-9
CCn1c(CNC(=O)COc2ccc(C(C)C)cc2)nnc1SCC(=O)Nc1ccccc1C(C)C	.	-6
CCOC(=O)CSc1nnc(CNC(=O)c2cccc(C)c2)n1-c1ccccc1OC	-19	.
CCOC(=O)C1CCCN(C(=O)Cn2sc3nc(C)cc(C)c3c2=O)C1 (centres undefined)	85*	5
CCc1nc2ccccc2c(=O)n1-c1cccc(OC)c1	-1	-15
O=c1oc2ccccc2c2c1nc(C(F)(F)F)n2-c1ccccc1	.	-10
COc1ccc2c(COC(=O)c3n[nH]c4ccccc34)cc(=O)oc2c1	.	24
Cc1ccc(C)n1-c1ccncc1	-2	6
CSc1nsc(SCC(=O)Nc2ccccn2)n1	-24	-6
CCOC(=O)c1c(C)nc2c(c1-c1ccccc1)C(=O)CCC2	.	6
CCOC(=O)CSc1nnc(Cn2c(=O)sc3ccccc32)n1C	-8	-7
Cc1cccc(CSc2nc3sc(C)c(C)c3c(=O)n2Cc2ccco2)c1	.	2
O=C(c1ccc2c(c1)OCO2)N1CCCc2ccccc21	-18	-12
Cc1ccc(S(=O)(=O)N2CCN(C(=O)CCC(=O)NC3CCCc4ccccc43)CC2)cc1 (centres undefined)	-2	-11
C=CCn1c(N2C(=O)CC(Cc3ccccc3)C2=O)nc2ccccc21 (centres undefined)	-14	2
Cc1nc2sc(C(c3ccccc3)N3CC(C)OC(C)C3)c(O)n2n1 (centres undefined)	-31	-7
COc1ccc(OC)c(NC(=O)CSc2nnc(-c3ccco3)n2-c2ccccc2)c1	9	-1
O=C(c1cnn2c(C(F)(F)F)cc(-c3ccco3)nc12)N1CCc2ccccc2C1	-7	-6
Clc1ccc(Oc2cnns2)c(Cl)c1	.	-20
O=[N+]([O-])c1cc2c(cc1/C=N\NS(=O)(=O)c1ccccc1)OCO2	.	10
O=C(CNC(=O)c1cnccn1)Nc1ccc(F)c(F)c1F	-1	.
Cc1cc(=S)n(-c2ccccc2)n1C	0	-11
COC(=O)c1nn(-c2cccc(C(F)(F)F)c2)c(=O)cc1Sc1ccccn1	.	6
Cc1ccc(-c2csc3ncn(/N=C/N(C)C)c(=O)c23)o1	-6	6
CNc1nc(C)c(C(C)=O)cc1C#N	.	-2
CCCCOc1ccc(/C=N/NC(=S)Nc2cccc(C)c2C)cc1	.	9
CCc1oc(C(=O)O)cc1COC	5	-13
O=C(c1cccc(C(F)(F)F)c1)N1CCC(O)(CS(=O)(=O)Cc2ccc(Cl)cc2)CC1	.	-28
CC(C)(C)c1ccc(/C=N/NC(=O)Cc2c[nH]c3ccccc23)cc1	.	5
COc1cccc(NC(=O)Cn2c(=O)n(CC3CCCO3)c(=O)c3ccccc32)c1 (centres undefined)	.	4
CCN(CC)S(=O)(=O)c1cc(NC(=O)C(=O)c2c(-c3ccccc3)cc3ccccn23)ccc1C	.	-9
C=C(Cl)COc1ccc2c(C)cc(=O)oc2c1	-32	9

# More compounds:
structure	RT RNaseH block	RmlCD inh mix
CCc1ccc(-c2ccc(C(=O)C(F)(F)F)[nH]2)cc1	.	-13
Cc1cc(=O)[nH]c(SCCCOc2ccccc2Cl)n1	.	5
C/C(=N\O)C(=O)NCc1ccccn1	-10	-13
Cc1cc(/C=C2/SC(=S)N(c3cccc(C(F)(F)F)c3)C2=O)c(C)n1-c1cccnc1	.	1
Cc1cccc(C)c1NC(=O)CN1C(=O)S/C(=C\c2cccn2-c2cccc(C(=O)O)c2)C1=O	.	8
COC(=O)CCc1c(C)nc(N)[nH]c1=O	.	-13
CC(=O)Nc1ccc(S(=O)(=O)N2CCN(C(=O)N3CCCCCC3)CC2)cc1	3	-12
Cc1cc(NC(=O)COC(=O)[C@H](C)NC(=O)c2ccccc2)no1	.	-10
c1ccc(-n2cnnc2SCc2cn3cccnc3n2)cc1	.	24
Cc1cc(C)c(N(C(=O)Cn2nnc3ccccc32)C(C(=O)NC(C)(C)C)c2ccsc2)c(C)c1 (centres undefined)	.	11
CC(C)NC(=O)Cn1c(SCC(=O)c2ccc(F)cc2)nc2ccccc21	.	34
CC(c1ccccc1)N1C(=O)c2ccc(C(=O)NCc3ccco3)cc2C1=O (centres undefined)	4	-9
C#CCNC(=O)C1=C[C@@H](c2ccccc2)C[C@@H](OCc2ccc(CO)cc2)O1	.	-14
CCc1cc(=O)oc2cc(OCC(=O)N(CC)CC)c(Cl)cc12	-10	12
Cc1cc2cc(C(c3nnnn3Cc3ccco3)N3CCc4ccccc4C3)c(=O)[nH]c2cc1C (centres undefined)	37	-15
O=c1[nH][nH]c(C(F)(F)F)c1C=Nc1ccccc1Cl	.	-4
Oc1c(C(c2ccc(F)cc2)N2CCc3ccccc3C2)sc2ncnn12 (centres undefined)	1	7
CCOc1ccc(CCNC(=O)C2CCN(S(=O)(=O)CC)CC2)cc1OCC	-17	9
CCN(CC)CCCNC(=O)CC1Oc2ccc(C)cc2NC1=O (centres undefined)	-6	8
CCOc1ccccc1C1C(C(=O)Nc2ccccc2OC)=C(C)Nc2nc(CCCO)nn21 (centres undefined)	-3	0
CC(C)(C)OC(=O)N[C@@H](Cc1ccccc1)[C@H](O)c1ccco1	.	3
Cn1cccc1Cc1nnc(SCC(=O)NCc2ccc(F)cc2)n1-c1ccc(F)cc1	5	4
COCCn1c(=O)c2c3c(sc2n(CC(N)=O)c1=O)CCCC3	4	.
O=C(Nc1nnc(-c2ccco2)s1)C1CCCCC1	-3	8
O=c1c2ccc(-c3nnc4n3-c3ccccc3SC4)cc2nc2n1CCCCC2	-7	.
Clc1ccc(-c2ccnc(Oc3ccc4ccccc4c3)n2)cc1	.	12
COc1ccc(S(=O)(=O)N/N=C\c2ccc3c(c2)OCO3)cc1	.	-13
CN(C(=O)C1CCCO1)c1nnc(-c2ccncc2)s1 (centres undefined)	-1	161*
N#Cc1cc2c(nc1SCc1ccccc1)CCCC2=O	42	-12
Cc1ccc(NC(=O)CSc2nnc(-c3cccs3)n2Cc2ccco2)cc1	.	-4

# One compound at a time, from the list above:
# Cc1cc(NC(=O)COC(=O)[C@H](C)NC(=O)c2ccccc2)no1 in the list: RT RNaseH block: .; RmlCD inh mix: -10
# Oc1c(C(c2ccc(F)cc2)N2CCc3ccccc3C2)sc2ncnn12 (centres undefined) in the list: RT RNaseH block: 1; RmlCD inh mix: 7

# By substructure: the compounds so far with a tert-butyl group.
structure	RT RNaseH block	RmlCD inh mix
CC(C)(C)c1ccc(/C=N/NC(=O)Cc2c[nH]c3ccccc23)cc1	.	5
Cc1cc(C)c(N(C(=O)Cn2nnc3ccccc32)C(C(=O)NC(C)(C)C)c2ccsc2)c(C)c1 (centres undefined)	.	11
CC(C)(C)OC(=O)N[C@@H](Cc1ccccc1)[C@H](O)c1ccco1	.	3

# Additional entries follow.
structure	RT RNaseH block	RmlCD inh mix
O=C1N/C(=C/c2cccn2-c2ccc(F)cc2)C(=O)N1Cc1ccccc1	.	1
CC1(OC(=O)CCc2ccccc2)C(=O)C=C2C=C(c3ccc(C#N)cc3)N(Cc3ccco3)C=C2C1=O (centres undefined)	.	6
O=C(c1ccco1)N1C(=O)c2cccc3cccc1c23	-35	-8
COc1ccc(CNC(=O)Nc2cccc(C)c2)cc1	-6	-10
NC(=O)COC(=O)c1ccc(S(=O)(=O)N2CCCCCC2)cc1	-12	3
CCOC(=O)N=S(N)(=O)c1ccc(Cl)cc1 (centres undefined)	1	-6
Cc1ccccc1C(=O)NC(=S)Nc1sc2c(c1C#N)CCC(C)C2 (centres undefined)	.	4
COc1ccc(CC(=O)OC(C)CN2CCCC2)cc1 (centres undefined)	-20	-13
CCOC(=O)N1CCN(CC(=O)Nc2c(C(=O)OC)[nH]c3cc(C)ccc23)CC1	.	-6
CC(C)CCNC(=O)C(C)N(Cc1ccc(F)cc1)C(=O)c1ccc(CN2CCCCC2)o1 (centres undefined)	1	-7
COc1ccc(N2CCN(C(=O)c3ccc(CS(=O)(=O)c4ccc(OC)cc4)o3)CC2)cc1	-10	3
CCCCOP(=O)(OCCCC)/C(C#N)=C(/C)O	.	-25
O=C(Nc1ccccc1C(F)(F)F)c1cc(-c2cccc(O)c2)on1	-9	19
Cc1cc(C(F)F)n2ncc(C(=O)NCCc3ccc(Cl)cc3)c2n1	.	4
CCC(C)(C(=O)NC1CCCC1)N(Cc1ccco1)C(=O)Cc1cccs1 (centres undefined)	.	-6
COc1ccc(CCNCc2ccc(OCc3ccc(Cl)nc3)c(OC)c2)cc1OC	.	3
Cc1ccc(/C=C/C(=O)C2C(=O)c3ccccc3C2=O)cc1	.	7
O=C(CC1CCCCC1)NCC1CCCO1 (centres undefined)	1	-13
COc1ccc2c(CN(C)c3ccccc3)cc(=O)oc2c1	-14	6
O=C(O)CC(=O)Nc1ccccc1C(=O)O	.	3
CCN(CC)CCC(c1ccc2c(c1)OCO2)c1c(OC)cc(OC)c2c(-c3ccccc3)cc(=O)oc12 (centres undefined)	.	8
Cc1cc(C)n2nc(S(=O)(=O)N(C)Cc3ccccc3)nc2n1	-14	-13
CSc1ccc(S(=O)(=O)NC2CCCCC2)cc1	.	6
COc1ccc(N2C(=O)c3ccccc3NC23C(=O)N(C)c2ccccc23)cc1 (centres undefined)	.	-44
O=C(CSc1nnc(CN2CCCCCC2=O)n1-c1ccccn1)NCC(F)(F)F	-5	-9
CC(=O)O[C@H]1CC[C@H]2[C@@H]3CCc4cc(O)ccc4[C@H]3CC[C@]12C	.	-4
COCCSc1ccccc1C(=O)Nc1cc(C)on1	80*	-3
CCCn1nc(NC(=O)c2ccccn2)c2cc3cc(C)ccc3nc21	.	-24
Cc1cc(-c2nnc3sc(C4CCCCC4)nn23)n[nH]1	-9	-1
O=S1(=O)CCC(N=Cc2cc(Br)ccc2O)C1 (centres undefined)	-4	14
Cc1ccc(N2CC(C(=O)OCC(=O)C(C)(C)C)CC2=O)cc1 (centres undefined)	-2	2
CCOC(=O)c1c(C)[nH]c(NC(=O)Nc2c(C)n(C)n(-c3ccccc3)c2=O)c1C	2	-16
CCOc1ccccc1NC(=O)C1CCCN(C(=O)Nc2ccccc2)C1 (centres undefined)	.	12

# Gathered by group, those above containing a nitro group on carbon
structure	RT RNaseH block	RmlCD inh mix
COc1ccc(NC(=O)CN2CCCCC2)c([N+](=O)[O-])c1	.	-13
O=C(NCCNc1ccc([N+](=O)[O-])cc1)c1ccccc1Br	.	7
O=[N+]([O-])c1cc2c(cc1/C=N\NS(=O)(=O)c1ccccc1)OCO2	.	10

# The list is partial, so the mix of outcomes need not match the whole.
